Compound activity deposited in PubChem BioAssay by several laboratories.
Dengue-2 NS5 capping: flavivirus cap methylation enzyme inhibition – biochemical, confirmation dose response, primary screen (AID 588689). inhibition, % at 25 µM, or IC50 in µM where a hit was titrated. 0.3% of 340,000 active. Dengue-2 NS5 methyltransferase capping enzyme assay, biochemical; higher % means a stronger effect; in the data active = a potency from the dose series
LYP phosphatase: inhibitors of LYP phosphatase, biochemical, fluorescence intensity, uHTS (AID 1779); one-dose inhibition, % at 11.5 µM; IC50 in µM for titrated hits; recombinant LYP phosphatase, fluorescence intensity; higher % means a stronger effect; 0.054% of 290,000 active; in the data active = inhibition above about 50%;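 note: plate controls were vehicle with enzyme for no effect and no enzyme for full effect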
AID2073: inhibitors of Mint1-CaV2.2 protein interaction, biochemical, HTRF (AID 2073) | 0.19% of 290,000 active | one-dose inhibition, % at 20 µM; IC50 in µM for titrated hits | HTRF protein-protein interaction, Mint1-CaV2.2; higher % means a stronger effect; in the data active = inhibition mostly above about 51%, no sharp cut-off; note: some results filed as inactive read as strong as hits
K1F lysis inhibition: protection from phage-mediated lysis, alamar blue read-out – E. coli UTI89, K1F phage, bacterial capsule biogenesis inhibitors (AID 488966) | E. coli UTI89 K1F phage lysis, alamar blue, 2 h; higher % means a stronger effect | inhibition, % at 100 µM, or IC50 in µM where a hit was titrated | 0.02% of 340,000 active;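 active = phage lysis inhibition, versus mean bacterial control, above a set limit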;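 note: capsule biogenesis inhibitors block K1F phage lysis so surviving cells raise fluorescence; higher fluorescence means more inhibition of phage lysis; actives were called in the ten point dose series up to 300 µM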
WT yeast gro inh: growth inhibition of WT yeast, mitochondrial fusion screen | mitochondrial fusion phenotypic screen, WT strain | inhibition, % at 10 µM | 2.1% of 190,000 active | AID 1362; in the data active = inhibition above about 58%; tested in S. cerevisiae
NTR1 ag: NTR1-driven beta-arrestin-GFP spot formation – imaging, U2OS cells, high content, primary screen (AID 493036). P30989. agonist mode. activation, % at 20 µM. 0.17% of 330,000 active;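 active = activation at or above 40% of the spot to cytoplasm intensity ratio, with at least 20 cells analyzed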;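 note: 0% = DMSO without peptide and 100% = 100 nM NTR1 peptide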
Target sequence (P30989 whole entry, looked up): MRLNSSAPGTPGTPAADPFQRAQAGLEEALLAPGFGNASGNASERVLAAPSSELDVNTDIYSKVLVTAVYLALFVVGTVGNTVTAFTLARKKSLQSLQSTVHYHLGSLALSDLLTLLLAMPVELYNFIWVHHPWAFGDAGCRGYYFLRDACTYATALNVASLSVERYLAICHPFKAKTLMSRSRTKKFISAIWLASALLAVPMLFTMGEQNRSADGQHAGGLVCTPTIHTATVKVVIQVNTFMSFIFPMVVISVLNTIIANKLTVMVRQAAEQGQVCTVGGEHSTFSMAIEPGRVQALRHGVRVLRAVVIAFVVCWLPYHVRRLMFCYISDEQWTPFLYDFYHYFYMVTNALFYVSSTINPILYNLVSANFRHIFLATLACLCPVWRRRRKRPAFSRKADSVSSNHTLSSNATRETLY
GPR35 arrestin U2OS: inhibition of zaprinast-stimulated GPR35 beta-arrestin translocation – imaging, U2OS, beta-arrestin-GFP, zaprinast agonist, primary screen (AID 2058); U2OS GPR35 beta-arrestin-GFP translocation imaging, zaprinast antagonism; higher % means a stronger effect; 0.052% of 290,000 active; inhibition, % at 10 µM, or IC50 in µM where a hit was titrated;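 active = inhibition of at least 50% with at least 30 cells and total cytoplasm GFP at most 10,000,000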
RSV antiviral HEp-2: RSV antiviral activity via CPE protection, HEp-2 cells, primary 10 µM value included (AID 2391) | CPE inhibition, % at 10 µM, or IC50 in µM where a hit was titrated | 0.13% of 310,000 active | HEp-2 cells, RSV-induced CPE inhibition; higher % means a stronger effect; in the data active = a potency from the dose series; note: strong numbers were not always called active
Autophagy HCS: autophagy modulation, high-content screen; MEF GFP-LC3 puncta imaging; test concentration mostly 10 µM; calls only at 10 µM (by protocol); 0.98% of 190,000 active; AID 463193;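 active = percentage of spot-positive cells more than 3 SD above its plate mean, without a fluorescence outlier flag or 80% toxicity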;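 note: spot-positive cell cutoff set from DMSO-treated cells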
WT yeast gro inh mutant strain: also measured in WT yeast gro inh; calls as there; inhibition, %; mitochondrial fusion phenotypic screen, mutant strain inhibition
Autophagy HCS cell loss 18 h: also measured in Autophagy HCS; calls as there; toxicity, %; measured here: cell loss, nuclei count;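 cell loss after 18 h compound exposure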
NTR1 ag cell count 20 µM: second read-out of NTR1 ag, no call of its own (marks repeat the call); cell count; measured here: cell count, cytotoxicity flag
Dengue-2 NS5 capping pilot replicate: second read-out of Dengue-2 NS5 capping, no call of its own (marks repeat the call); inhibition, %; measured here: pilot screen replicate inhibition
Numbers without * were called inactive; i = inactive; nt = no result given; [ ] = another dose, or the depositor's remark.

SMILES	Dengue-2 NS5 capping	LYP phosphatase	AID2073	K1F lysis inhibition	WT yeast gro inh	WT yeast gro inh mutant strain	NTR1 ag	NTR1 ag cell count 20 µM	GPR35 arrestin U2OS	RSV antiviral HEp-2	Autophagy HCS	Autophagy HCS cell loss 18 h	others
Cc1onc(-c2c(F)cccc2Cl)c1C(=O)NCc1ccc(S(N)(=O)=O)cc1	-11%	nt	nt	1.2%[50 µM]	nt	nt	-0.9	63	nt	0.7%	nt	nt
O=C(NC1CCN(Cc2ccccc2)CC1)c1ccccc1OCc1ccccc1	1%	-6%	4%	0.3%	nt	nt	3.2	81	-9%	-0.8%	nt	nt
CCCn1nc(Oc2nc(NCC)nc(NC(C)C)n2)ccc1=O	-1%	-7%	-5%	-1.1%	2	-2	-1.7	62	29%	0.6%	i	1
COc1ccc(N(C(=O)c2ccncc2)S(=O)(=O)c2ccc3c4c(cccc24)C(=O)N3C)cc1	-1%	-2%	15%	-0.4%	22	2	1.1	108	4%	3.4%	i	-17
CCOP(=O)(OCC)/C(=N/OC(=O)c1cccc([N+](=O)[O-])c1)C(N)=O	-9%	-5%	8%	-0.2%	nt	nt	-0.7	60	-3%	1.6%	nt	nt
COc1ccc(S(=O)(=O)N2CCC(NC(=O)Nc3ccc(C)cc3)CC2)cc1	-4%	3%	7%	2.5%	-8	-3	-1.6	74	18%	0.8%	i	-18
CCOC(=O)C1(Cc2ccc(OC)cc2)CCN(C(=O)CCN2CCCC2=O)CC1	-1%	-9%	5%	0.0%	3	7	2.4	65	-6%	0.2%	i	9
COC(=O)CSc1nnc(-c2ccc(S(=O)(=O)N3CCCC3)cc2)o1	-3%	0%	-6%	0.2%	nt	nt	22	52	1%	2.0%	nt	nt
CCn1c(Cc2ccccc2)n[nH]c1=S	3%	-3%	-15%	0.3%	nt	nt	-0.7	57	4%	-0.3%	nt	nt
COc1ccc(/C(O)=C2/C(=O)C(=O)N(CC3CCCO3)C2c2cccc(O)c2)cc1 (stereo not given)	5%	-6%	42%	0.3%	-21	-13	0.6	40	-19%	1.1%	i	-28
CCNC(=O)c1ccc(CSc2nc3ccccc3s2)cc1	3%	-11%	-8%	0.1%	nt	nt	-0.3	69	1%	0.4%	nt	nt
Cc1ccc2nc(SCC(=O)c3c(N)n(C)c(=O)n(C)c3=O)[nH]c2c1	-3%	2%	5%	-0.2%	6	15	1.4	65	1%	0.9%	i	-8

Four neighbouring entries out of the list so far, for reference:
SMILES	Dengue-2 NS5 capping	LYP phosphatase	AID2073	K1F lysis inhibition	WT yeast gro inh	WT yeast gro inh mutant strain	NTR1 ag	NTR1 ag cell count 20 µM	GPR35 arrestin U2OS	RSV antiviral HEp-2	Autophagy HCS	Autophagy HCS cell loss 18 h	others
COc1ccc(S(=O)(=O)N2CCC(NC(=O)Nc3ccc(C)cc3)CC2)cc1	-4%	3%	7%	2.5%	-8	-3	-1.6	74	18%	0.8%	i	-18
CCOC(=O)C1(Cc2ccc(OC)cc2)CCN(C(=O)CCN2CCCC2=O)CC1	-1%	-9%	5%	0.0%	3	7	2.4	65	-6%	0.2%	i	9
COC(=O)CSc1nnc(-c2ccc(S(=O)(=O)N3CCCC3)cc2)o1	-3%	0%	-6%	0.2%	nt	nt	22	52	1%	2.0%	nt	nt
CCn1c(Cc2ccccc2)n[nH]c1=S	3%	-3%	-15%	0.3%	nt	nt	-0.7	57	4%	-0.3%	nt	nt

Next part.
SMILES	Dengue-2 NS5 capping	LYP phosphatase	AID2073	K1F lysis inhibition	WT yeast gro inh	WT yeast gro inh mutant strain	NTR1 ag	NTR1 ag cell count 20 µM	GPR35 arrestin U2OS	RSV antiviral HEp-2	Autophagy HCS	Autophagy HCS cell loss 18 h	others
Cc1cc(Br)ccc1NS(=O)(=O)c1c(C)[nH]c(=O)[nH]c1=O	1%	-9%	48%	0.3%	nt	nt	-0.4	76	5%	6.0%	nt	nt
CCn1c(SCC(=O)Nc2ccc(C(C)=O)cc2)nc2c([nH]c3ccccc32)c1=O	3%	-9%	5%	0.1%	nt	nt	3.5	61	-7%	2.7%	nt	nt
O=C(NCc1ccccc1)c1ccc(Cl)nc1	nt	-14%	-10%	nt	11	1	-0.8	32	7%	0.7%	i	-8
CCn1c(CC(=O)Nc2ccccc2F)nnc1SCC(=O)N1CCOCC1	-4%	-5%	-6%	-0.3%[50 µM]	nt	nt	-0.4	54	-9%	1.2%	nt	nt
COc1ccc(NC(=O)Cn2cc(C(=O)c3ccco3)c3ccccc32)cc1	-1%	3%	6%	1.5%	26	3	-1.9	101	7%	6.3%	i	-8
CCN(CC(=O)Nc1ccccc1C(F)(F)F)C(=O)Cc1ccc2c(c1)CCC2	-4%	nt	nt	0.2%[50 µM]	nt	nt	4.0	92	nt	2.8%	nt	nt
COc1ccc2oc(C(=O)Nc3ccccn3)c(C)c2c1	-2%	-5%	13%	1.7%	nt	nt	0.0	40	0%	0.2%	nt	nt
ON=Cc1cccn1-c1ccccc1	-3%	-5%	-3%	0.6%	9	23	-0.4	44	2%	-1.1%	i	-7
C=CCSc1nc(C)cc(/C=C\c2ccccc2)c1C#N	-1%	-9%	9%	0.7%	-1	4	1.6	103	0%	0.4%	i	2	Dengue-2 NS5 capping pilot replicate=-4.7
Cc1ccc(N2C(=O)N(CC(=O)NCc3ccc(Cl)cc3)C(=O)C2C)cc1 (stereo not given)	-6%	6%	-4%	5.2%	-5	5	0.1	92	0%	5.5%	i	-18
Cc1nc(CNC(=O)CC2C(=O)NCCN2Cc2cccc(Oc3ccccc3)c2)cs1 (stereo not given)	-4%	0%	2%	0.0%	5	12	-0.1	95	-1%	1.2%	i	20
O=C(c1ccco1)N1CCN=C1SCc1cccc(Cl)c1	-5%	-5%	-2%	-0.3%	7	5	0.2	52	-3%	1.7%	i	10
COc1ccccc1N(C)S(=O)(=O)c1ccc(C(=O)Nc2ccc3nc(C)sc3c2)cc1	-2%	-2%	10%	2.9%	25	-5	12	36	-7%	13%	i	15
O=C(NCCN1CCOCC1)c1ccc(CS(=O)c2ccccc2Cl)o1 (stereo not given)	-9%	-7%	3%	0.4%	nt	nt	-1.1	69	33%	0.2%	nt	nt
COC(=O)c1[nH]c2ccc(C)cc2c1NC(=O)C1=COCCO1	nt	-1%	-5%	0.6%	-4	-18	1.8	56	-6%	4.2%	i	3
CCN(CC)C(=O)c1c2c(nc3ccccc13)-c1ccccc1CC2	-5%	5%	14%	0.1%	19	14	-1.3	85	1%	7.0%	i	17
O=C(CSc1nc2ccccc2[nH]1)Nc1ccccc1N1CCOCC1	-2%	-7%	2%	0.5%	15	21	-0.2	76	4%	0.7%	i	1
C#CCN(C(=O)c1ccc(OC2CCN(Cc3ccccn3)CC2)cc1)C1CCCCC1	-5%	-8%	2%	0.8%	nt	nt	1.4	51	0%	1.0%	nt	nt
COc1ccc(CN2C(=O)Cc3c2nc(N)c2c(N)nc(N4CCCCC4)c(C#N)c32)cc1	nt	6%	24%	nt	5	8	4.7	102	4%	8.6%	i	7
CSc1[nH]c(=O)c(C(=O)O)cc1C#N	-4%	2%	6%	2.4%	11	-3	-0.2	36	-2%	0.8%	i	1
Cc1ccc(C)c(N2CCN(C(=O)CCn3c(=S)[nH]c4cc5c(cc4c3=O)OCO5)CC2)c1	-3%	8%	4%	0.9%	23	9	12	78	2%	8.1%	i	2	Dengue-2 NS5 capping pilot replicate=-3.7
Cc1ccc(C(=O)CC(C(=O)O)n2cncn2)cc1 (stereo not given)	-6%	-7%	2%	0.5%	nt	nt	-0.6	47	2%	nt	nt	nt
Cc1c(NC(=S)NNC(=O)CCC(=O)O)c(=O)n(-c2ccccc2)n1C	-4%	-6%	-12%	-0.3%[50 µM]	nt	nt	1.0	59	4%	0.0%	nt	nt
Cc1ccc(-c2nc(C)sc2CC(=O)NCc2ccco2)cc1	7%	0%	7%	0.1%	0	13	nt	nt	5%	nt	i	2
CC(=O)Nc1ccc(S(=O)(=O)Nc2cc(C)cn(Cc3ccccc3)c2=O)cc1	-6%	-5%	0%	0.1%	nt	nt	1.3	50	0%	1.3%	nt	nt
CCc1ccc(C2=Nn3c(nnc3-c3cccs3)SC2)cc1	-2%	12%	-1%	0.2%	35	31	9.4	87	0%	2.5%	i	-4
CCO[C@@H]1OC(C(=O)N2CCCCCCC2)=C[C@H](c2cn(C(C)=O)c3ccccc23)[C@H]1CCCO	-7%	-5%	17%	-0.6%	11	-1	1.9	60	-1%	1.1%	i	-10
Cc1cc(NCCCn2ccnc2)n2ncc(-c3ccc(Cl)cc3)c2n1	5%	-5%	12%	8.1%	64*	-47*	1.6	75	4%	-3.5%	i	14
COc1ccc(NC(=O)CC2C(=O)Nc3ccccc3N2CC(=O)N2CCCC2)cc1 (stereo not given)	-1%	nt	nt	0.3%[50 µM]	nt	nt	0.2	78	nt	0.2%	nt	nt
COc1ccc(C2=NO[C@@H]3[C@@H]4C[C@@H]([C@H]5C(=O)N(c6ccc7c(c6)OCO7)C(=O)[C@@H]45)[C@H]23)cc1OC	-6%	2%	2%	3.6%	17	3	-0.7	45	8%	0.6%	i	-10
COc1cc(C2c3c(c(C)c(C)oc3=O)Oc3c(C)c(C)oc(=O)c32)ccc1OS(=O)(=O)c1ccc(C)cc1	-4%	nt	nt	-0.2%	nt	nt	-0.9	70	nt	11%	nt	nt
CC(/C=N/NC(=O)CSc1nc(C)cc(C)n1)=C\c1ccccc1	-3%	3%	3%	0.1%	-3	-5	-0.7	64	-10%	4.4%	i	13
O=C(O/N=C\c1ccc(N2CCCCC2)c([N+](=O)[O-])c1)c1ccc(Cl)cc1Cl	-2%	1%	-2%	0.3%	-17	-3	2.6	48	6%	-1.2%	i	15
CC(Sc1nc2ccccc2s1)C(=O)Nc1nnc(C(C)C)s1 (stereo not given)	-3%	9%	9%	0.8%	29	45	-2.7	45	-1%	2.2%	i	9
CCOC(=O)c1c(C)n(C)c2ccc(OCC(O)Cn3c(C)nc4ccccc43)cc12 (stereo not given)	-4%	1%	-10%	6.9%	2	-5	8.6	68	-12%	30%	i	-5
O=C(CN1/C(=C(/O)c2ccccc2)C(=O)c2ccccc2S1(=O)=O)c1ccccc1	-2%	-6%	10%	-0.3%	64*	48*	1.2	107	16%	1.7%	i	-7
CCCn1ncc(CN2CCN(CCc3ccccc3)C(CCO)C2)c1C (stereo not given)	1%	3%	1%	-0.1%	3	4	-1.2	86	1%	0.5%	i	19
COc1cc(CNCCNC(=O)c2nonc2N)ccc1OCc1ccc(Cl)cc1	3%	-10%	4%	0.5%	9	6	0.0	57	-9%	3.6%	i	33
COc1cccc(C(N)=O)c1OC(=O)Cc1ccccc1F	8%	-7%	5%	0.1%	nt	nt	1.3	77	8%	-0.1%	nt	nt
Cc1ccc(S(=O)(=O)C2C(=O)N(C)C3(C)CC2c2ccccc2O3)cc1 (stereo not given)	1%	-4%	7%	-0.3%	-4	-25	0.5	37	-5%	-0.3%	i	14
Cc1nc(CNS(=O)(=O)c2ccc(F)cc2)cs1	1%	-5%	7%	0.4%[50 µM]	nt	nt	2.6	94	4%	1.6%	nt	nt
Cc1onc(-c2ccccc2)c1C(=O)N1CCN(CCc2ccccc2)CC1	-6%	-8%	11%	3.2%	11	6	-0.2	57	-2%	1.3%	i	4

Hits appear at their usual frequency; about 2.6% have a hit in one of these screens.
